USP1 inh: USP1/UAF1 (human) deubiquitinase inhibition | Potency, µM (series often up to 57.1 µM), inactives show at the top dose activity change, negative = inhibition, most hits filed as inhibitors | hit rate 0.23% among 390,000 | recombinant USP1/UAF1, Ub-Rhodamine cleavage fluorescence; further: potency means the concentration at half of the fitted maximal effect; on the % scale 0 is the no-effect control and ±100 the full control effect; nearly all actives have a fitted effect of over 60% in size; inactives centre near -12
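1 nM enzyme complex + cpd, 15 min RT; start with Ub-Rho 150nM final; kinetic fluorescence ex 480/em 540, 6 reads q60 s. Buffer 50mM HEPES pH 7.8, 0.5mM EDTA, 0.1 mg/ml BSA, 1mM TCEP, 0.01% Tween-20.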
PGK inhibitor: T. brucei PGK inhibition | PGK/GAPDH coupled, Kinase-Glo luminescence, 60 min | Potency, µM (doses to about 57.5 µM), inactives show at the top dose activity change, negative = inhibition, usual class: inhibitors | hit rate 0.043% among 380,000; further: potency means the concentration at half of the fitted maximal effect; on the % scale 0 is the no-effect control and ±100 the full control effect; nearly all actives have a fitted effect of over 60% in size
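Recombinant glycosomal PGK reaction used 1,3-bisphosphoglycerate generated in-well by GAPDH (100nM final) in 100mM TEA pH 7.6, 5mM MgCl2, 0.01% Tween-20. After 60 minutes at room temperature, ATP was read by Kinase-Glo Plus luminescence end-point.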
HP1b chromo inh: blocks HP1-beta chromodomain binding to methylated histone tails; P83916; AlphaScreen HP1-beta / biotin-H3K9me3 peptide binding; Potency, µM (titrated, usually from 114 µM), for inactives: at the top dose activity change, negative = inhibition, hits mostly inhibitors; hit rate 0.56% among 390,000; further: potency means the concentration at half of the fitted maximal effect; nearly all actives have a fitted effect of over 70% in size; inactives centre near 23
Target sequence (P83916 whole entry, looked up): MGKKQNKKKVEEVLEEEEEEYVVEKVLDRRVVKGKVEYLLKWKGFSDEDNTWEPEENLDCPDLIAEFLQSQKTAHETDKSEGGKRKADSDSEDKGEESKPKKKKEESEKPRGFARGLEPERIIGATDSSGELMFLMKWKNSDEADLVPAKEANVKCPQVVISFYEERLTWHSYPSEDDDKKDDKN
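Compound inhibition of the preformed complex between 50 nM HP1-beta and 50 nM biotinylated H3K9me3 peptide was read by AlphaScreen. Buffer was PBS pH 7.4 with 0.01% Tween-20. Incubations ran 30 min at room temperature, with 10 ug/mL donor/acceptor beads.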
TrxR1 substrate: substrates of rat thioredoxin reductase 1. O89049. purified TrxR1 substrate turnover, NADPH consumption readout. Potency, µM (titrated, usually from 114 µM), without a hit: at the highest dose activity change, negative = substrate turnover. hit rate 0.01% among 390,000. AID 588456; further: potency means the concentration at half of the fitted maximal effect; on the % scale 0 is the no-effect control and ±100 the full control effect; nearly all actives have a fitted effect of over 50% in size
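Rat TrxR1, dispensed at 90 nM, was prereduced with 400 uM NADPH (final) for 5 min at ~22 deg C, then incubated with compound 15 min before 400 uM selenite. A first-read NADPH fluorescence drop versus no-compound background flagged substrates.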
Pin1 inhibitor: inhibitors of human Pin1 | hit rate 0.009% among 390,000 | Q13526 | Pin1 FP peptide displacement, HiFluor488, 10 min | Potency, µM (series often up to 115 µM), for the others: at the top dose activity, negative = inhibition, most hits filed as inhibitors; active means well fitted inhibition curve with a large enough effect in the polarisation, with a control signal flat, not every such curve was filed as active; inconclusive means small, poorly fitted or top-dose-only effect, or effect the other way, or a change in a side signal; inactive means no such curve, though single readings can be large or run the other way; the % refers to the polarisation; further: potency means the concentration at half of the fitted maximal effect; on the % scale 0 is the no-effect control and ±100 the full control effect
PI4K2A inh: inhibitors of human PI4K2A; purified PI4K2A, ADP-Glo luminescence, 1 h; stronger effect = lower value; hit rate 0.13% among 420,000; AID 1346378; Q9BTU6; activity change, negative = inhibition, % at 76.9 µM; in the data active means activity change below about -50%; inconclusive means mostly about -30% to -49%;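 further: -100% = wells without enzyme as full effect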
Target sequence (Q9BTU6 whole entry, looked up): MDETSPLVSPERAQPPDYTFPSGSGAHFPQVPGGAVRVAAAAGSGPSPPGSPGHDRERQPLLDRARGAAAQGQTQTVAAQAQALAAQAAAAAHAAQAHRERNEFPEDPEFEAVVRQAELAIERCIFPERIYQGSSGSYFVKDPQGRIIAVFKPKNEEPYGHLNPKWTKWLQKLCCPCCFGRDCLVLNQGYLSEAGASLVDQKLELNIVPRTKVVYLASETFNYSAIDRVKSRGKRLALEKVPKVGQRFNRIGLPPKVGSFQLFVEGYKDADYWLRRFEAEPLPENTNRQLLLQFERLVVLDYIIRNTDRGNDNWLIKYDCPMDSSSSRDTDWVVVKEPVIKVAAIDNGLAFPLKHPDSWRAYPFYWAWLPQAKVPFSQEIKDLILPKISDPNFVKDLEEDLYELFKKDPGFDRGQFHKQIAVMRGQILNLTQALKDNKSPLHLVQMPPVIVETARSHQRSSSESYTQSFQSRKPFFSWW
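Compounds are screened against recombinant PI4K2A using PI as substrate and ATP, the latter dispensed at 300 microM. Reactions run one hour at ambient temperature before ADP-Glo detection; full inhibition defined by wells lacking enzyme.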
IDH1 R132H inh: blocks human mutant IDH1 R132H enzyme | IDH1-R132H enzyme, NADPH consumption, diaphorase/resazurin fluorescence | Potency, µM (highest dose often 76.6 µM), without a hit: top-dose activity change, negative = inhibition, usual class: inhibitors | hit rate 0.093% among 390,000 | AID 602179; further: potency means the concentration at half of the fitted maximal effect; on the % scale 0 is the no-effect control and ±100 the full control effect; nearly all actives have a fitted effect of over 65% in size
Target sequence (O75874 whole entry R132H, stated change not applied): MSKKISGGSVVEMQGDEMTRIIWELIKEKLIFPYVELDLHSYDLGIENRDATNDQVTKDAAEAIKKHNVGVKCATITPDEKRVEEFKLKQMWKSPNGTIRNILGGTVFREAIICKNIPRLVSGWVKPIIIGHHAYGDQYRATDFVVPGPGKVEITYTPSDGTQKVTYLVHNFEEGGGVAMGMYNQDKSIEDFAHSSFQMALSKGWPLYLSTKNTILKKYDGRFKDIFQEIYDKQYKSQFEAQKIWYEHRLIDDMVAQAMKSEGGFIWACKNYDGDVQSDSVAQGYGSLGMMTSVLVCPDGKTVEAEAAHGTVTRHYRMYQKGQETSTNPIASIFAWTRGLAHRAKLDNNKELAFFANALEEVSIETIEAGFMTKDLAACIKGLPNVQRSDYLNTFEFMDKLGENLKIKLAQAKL
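IDH1-R132H (0.5 ug/mL) preincubated 30 min with compound, then NADPH (0.016 mM) and alpha-KG (2 mM) added; 80 min at RT, pH 7.5. Remaining NADPH coupled via diaphorase/resazurin to fluorescence (540/590 nm); concentration-response curves normalized to no-enzyme control.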
GLS inh: blocks human kidney-isoform glutaminase activity; Potency, µM (series often up to 45.5 µM), without a hit: top-dose activity change, negative = inhibition, most hits filed as inhibitors; hit rate 0.21% among 410,000; O94925; GLS enzymatic activity, qHTS titration; AID 624170; further: potency means the concentration at half of the fitted maximal effect; on the % scale 0 is the no-effect control and ±100 the full control effect
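Enzyme dispensed in phosphate buffer (45 mM, pH 8.2, 0.02% Tween-20), compounds pinned in, then 1 mM L-glutamine solution and the glutamate oxidase–HRP–Amplex Red mix added; fluorescence read immediately and again after 30 min at room temperature.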
rTrxR1 inhibitor: rat TrxR1 inhibition; O89049; recombinant rTrxR1, NADPH fluorescence consumption, selenite substrate; Potency, µM (top dose mostly 114 µM), for the others: at the highest dose activity change, negative = inhibition, hits mostly inhibitors; hit rate 1% among 390,000; AID 588453; further: potency means the concentration at half of the fitted maximal effect; on the % scale 0 is the no-effect control and ±100 the full control effect; nearly all actives have a fitted effect of over 65% in size
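Rat TrxR1 (90 nM in the dispensed reagent) was pre-reduced with 400 uM NADPH for 5 min at room temperature, then incubated with compound for 15 min. After 400 uM selenite was added, NADPH fluorescence (Ex 340/Em 450 nm) was followed for 8 min.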
* = called active by the depositor; i = inactive; ? = inconclusive; . = no result given; [ ] = another dose, or the depositor's remark. Unless noted, the call rests on the fitted dose curve; in most records, active means well fitted curve in the direction sought with a large enough effect; inconclusive means small, poorly fitted or top-dose-only effect, or another doubt; inactive means no such curve, though single readings can be large; an effect the other way counts as inactive or inconclusive.

mol | PI4K2A inh | HP1b chromo inh | GLS inh | rTrxR1 inhibitor | TrxR1 substrate | IDH1 R132H inh | USP1 inh | PGK inhibitor | Pin1 inhibitor
Cc1ccc(/C=C/c2nc3ccccc3c(=O)n2CCc2ccccc2)cc1 | 1 | 84%[activator] | 0% | -21% | -10% | -2% | -10% | -1% | -1%
COC(=O)[C@@]1(C)[C@H]2C(=O)N(C)C(=O)[C@H]2[C@H]2CN=C(SC)N21 | -3 | 85%[activator] | 1% | 26% | 12% | 3%[38.3 µM] | -26% | i | 2%
Cc1ccc2sc(N3CCN(CCNC(=O)c4ccco4)CC3)nc2c1C | -3 | -13% | 10% | -4% | -5% | 11% | -26% | -10% | 0%
O[C@@H]1C2CCCC1[C@]1(O)CCCCC1C2 (some centres undefined) | -4 | 10% | 4% | 3%[57.1 µM] | 5%[57.1 µM] | 4% | 5% | -22% | -1%
CC(C)C(NC(=O)/C(=C\c1ccco1)NC(=O)c1ccco1)C(=O)O (centres undefined) | -4 | 33% | ? | ? | -1% | 11% | -25% | -16% | ?
O=C(N/N=C\c1cc(Br)ccc1O)c1ccc(S(=O)(=O)N2CCCCC2)cc1 | 1 | 51%[activator] | 1% | 2%[57.1 µM] | 4% | 1% | -4% | 7% | 16%
COc1ccc(OC)c(CNS(=O)(=O)c2cc(CN3C(=O)c4cccnc4C3=O)ccc2OC)c1 | -2 | 54%[activator] | 1% | 15% | 0% | -7% | -10% | -7% | -4%
O=C(/C=C/c1ccccc1F)c1ccoc1 | 8 | 24% | 12% | ? | 4% | 0% | -13% | 0% | -4%
CCN(CC)CCN1C(=O)C(=O)/C(=C(/O)c2c(C)[nH]c(C(=O)OC)c2C)C1c1ccco1 (centres undefined) | 1 | 14% | 8% | ? | -1% | -1% | -17% | -1% | ?
COc1ccc(CC(=O)N2CCC(CCC(=O)Nc3ccccc3)CC2)cc1 | 3 | 24% | -11% | -10% | -10% | 7% | -16% | -1% | -10%
CCc1nc(SCC(=O)Nc2cc(OC)ccc2OC)c2c(C)c(C)sc2n1 | -3 | 8% | 1% | 7% | -9% | 4% | -4% | -6% | 9%
Cc1ccc(/C=C/C(=O)NC2=NCCS2)cc1 | -2 | 26% | -2% | -5% | -14% | 5% | -12% | -3% | -3%
Cc1ccc(Cc2nnc(SCC(=O)Nc3ccccc3C)[nH]c2=O)cc1 | 0 | 38% | 10% | -9% | -8% | -5% | -1% | 3% | -2%
Cc1cc(NC(=O)c2cc(-c3ccc(Cl)cc3)on2)nn1Cc1ccc(Cl)cc1 | 1 | 8% | 3% | 37%[activator] | 8% | 0% | -12% | 0% | -2%
O=C(OCC(=O)N1CCN(c2ccccc2)CC1)c1cccs1 | 3 | 5% | 4% | 22% | 2% | 0% | -10% | -9% | -1%
O=S(=O)(NC1CCCCC1)c1ccc(Cl)nc1 | -4 | 17% | -5% | 17%[57.1 µM] | 2%[57.1 µM] | 8% | -5% | -3% | 1%
Cn1nccc1C(=O)N(CCN1CCCCC1)CC1CCCN(C2CCCC2)C1 (centres undefined) | 1 | 34% | 0% | -8% | -8% | 15% | -15% | i | 0%
COc1cc(OC)cc(C(=O)Nc2ncc3c(n2)CC(C)CC3=O)c1 (centres undefined) | -2 | 39%[activator] | 0% | 2% | -5% | 0% | -22% | -6% | 1%
COc1cccc(CNC(=O)CCc2c(C)nc3c(c(C)nn3-c3ccc(C)c(C)c3)c2C)c1 | -1 | 11% | -3% | 17% | 76%[activator] | 6% | -6% | -1% | 4%
COc1ccc(S(=O)(=O)NCc2ccccn2)cc1OC | -6 | 13% | -13% | 5%[57.1 µM] | 7%[57.1 µM] | -2% | -7% | i | -5%
Cc1ccc(CCN2CC(C(=O)NCCc3ccccc3)CC2=O)cc1 (centres undefined) | 1 | 25% | -6% | 13% | 0% | 2% | -18% | i | -2%
COc1ccc(CCNC(=O)C(C)SCc2ccccc2)cc1 (centres undefined) | 4 | 40%[activator] | -2% | 12%[57.1 µM] | 1%[57.1 µM] | 4% | -13% | -5% | 1%
O=C(/C=C/c1ccc(Br)cc1)NC(=S)N1CCOCC1 | -1 | 33% | 4% | -10% | -3% | 2% | -17% | -7% | -1%
CC(C)=CCc1c(-c2ccc(O)cc2O)oc2cc3c(c(O)c2c1=O)C=CC(C)(C)O3 | 1 | -6% | 9% | 4% | -4% | -22% | -24% | 7% | -2%
CC1CCN(c2ccc(N3C(=O)C4CCCCC4C3=O)cc2[N+](=O)[O-])CC1 (centres undefined) | 4 | ? | 1% | 1% | -8% | 4% | -7% | -10% | -7%
Cc1[nH]n(-c2ccccc2)c(=O)c1/C=N/c1nn[nH]n1 | -30 | 20% | 14% | -2%[57.1 µM] | -1%[57.1 µM] | 0% | -1% | -7% | -4%
COc1ccc2[nH]c(C(=O)N(C)Cc3ccccc3)c(C)c2c1 | 11 | 14% | 0% | 16% | 1% | 5% | -15% | i | -8%
COc1cc2cc(CCCOC(=O)c3cccc(Br)c3)oc(=O)c2cc1OC | 0 | 52%[activator] | 7% | -40% | -4% | -19% | 17% | 3% | -1%
CC(C)(C)n1nc2c(c1NC(=O)Cc1ccc(Cl)cc1)CS(=O)(=O)C2 | -1 | 28% | 5% | 5% | 1% | 4% | -9% | 0% | -2%
COc1ccc(-c2nnc(SC(C)C(=O)Nc3nccs3)n2Cc2ccccc2)cc1OC (centres undefined) | 3 | 31% | . | 1% | -3% | -8% | -13% | -6% | -9%
Cc1ccc(NC(=S)NNC(=O)c2nnn(-c3ccccc3)c2C)cc1 | 2 | -4% | 24% | ? | -9% | 1% | -14% | 2% | 2%
O=C1C(=O)N(C2CCN(C(=O)c3ccccc3F)CC2)CCN1Cc1ccc(F)cc1 | 1 | 33% | -13% | 4%[57.1 µM] | -2%[57.1 µM] | -6% | ? | -5% | -11%
COc1ccc(C)cc1NC(=O)c1nn(-c2ccccc2)cc1OC | 3 | -9% | -7% | 15%[57.1 µM] | 7%[57.1 µM] | 7% | ? | -6% | ?
Cc1ccc2[nH]c(=O)c(CN(CC3COCCO3)C(=O)Nc3ccccc3C)cc2c1 (centres undefined) | 2 | 35% | 3% | 22% | 1% | 8% | 6% | -2% | -1%
COc1ccc(C2CC(c3cccs3)n3nc(N)nc3N2)cc1 (centres undefined) | 2 | 44%[activator] | -1% | ? | 51%[activator] | -4% | -9% | 7% | -19%
COc1ccc(/C=C2\SC(=O)N(CCCC(=O)Nc3cc(Cl)ccc3C(=O)O)C2=O)cc1 | 0 | 7% | -9% | -8%[11.4 µM] | 0%[11.4 µM] | 3% | -18% | -4% | -12%
C=CCN(c1nc(C)cc(OC)n1)S(=O)(=O)c1ccc(C)cc1 | -4 | 68%[activator] | 0% | 4% | -2% | 4% | -6% | 1% | 1%
COc1ccc(CCNC(=O)C2CCN(c3nc4ccccc4nc3C(F)(F)F)CC2)cc1OC | -1 | 23% | 6% | -12%[57.1 µM] | -10%[57.1 µM] | -4% | -20% | -8% | -1%
COc1ccc(N(CC(=O)NCc2ccccc2)S(=O)(=O)c2c(C)noc2C)cc1 | -5 | 21% | 0% | 16% | -2% | 1% | 2% | -3% | -3%
Cc1cc(S(=O)(=O)C(CNC(=O)COc2ccccc2)c2cccs2)ccc1F (centres undefined) | -4 | 56%[activator] | -11% | -9%[57.1 µM] | -4%[57.1 µM] | -13% | 2% | -1% | -5%
CC(C)(C)Nc1nc(SCC(=O)Nc2ccccc2Cl)nc(N2CCOCC2)n1 | 0 | 14% | 4% | 9% | -6% | -8% | -8% | -4% | 9%
CCOc1ccc(C2c3c(oc4ccc(C)cc4c3=O)C(=O)N2CCCN(C)C)cc1OC (centres undefined) | 0 | 56%[activator] | -5% | 7%[57.1 µM] | 2%[57.1 µM] | 16% | -26% | i | 10%
COc1ccc(C(N)=O)cc1NC(=O)c1cccc(F)c1 | 51 | 23% | -9% | 2% | -3% | -1% | -2% | 6% | 0%
CCCNC(=O)Cn1nc(C)c2c(C)n(-c3ccccc3)nc2c1=O | 5 | 0% | -9% | 34%[57.1 µM] | 7%[57.1 µM] | 17% | 6% | 0% | 2%
Cn1c(=O)c2c(SC3CCCC3)nc(C3CC3)nc2n(C)c1=O | -9 | 25% | -4% | 25%[57.1 µM] | 7%[57.1 µM] | 1% | -15% | -5% | -1%
O=c1c(Cl)c(N2CCNCC2)cnn1C12CC3CC(CC(C3)C1)C2 | -2 | 35% | -11% | -48% | -7% | 4% | -19% | 0% | -11%
COc1cc(NC(=O)CCc2c(C)noc2C)c(C(=O)O)cc1OC | -4 | . | 11% | . | . | 4% | -14% | -2% | .
CCN(CC(=O)Nc1ccc(C)c(S(=O)(=O)N(C)C)c1)Cc1ccccc1 | 0 | ? | -1% | 18% | 0% | -3% | -25% | -1% | -6%
COc1cccc(C(=O)NCCNC(=O)c2cnccn2)c1 | 3 | -1% | 8% | 22% | 3% | -11% | 3% | 1% | 2%
COc1ccc(-c2nc(CS(=O)CC(=O)NCC3CCCO3)c(C)o2)cc1 (centres undefined) | -3 | 69%[activator] | 1% | -52% | 9%[57.1 µM] | 12% | -16% | i | 5%
Cc1ccc(S(=O)(=O)N2CC(=NO)C2)cc1 | -2 | 36% | -1% | 9% | 5% | 6% | -15% | -7% | -9%
Cc1ccc(C)c(NC(=O)NCCN2CCCCC2)c1 | 6 | 39% | -2% | 4% | -3% | -8% | -2% | 3% | 0%

Compound activity as filed in PubChem.

Not all compounds are listed, so the mix of outcomes need not match the whole.
